# High-throughput results deposited in PubChem by Sanford-Burnham Center for Chemical Genomics.
# CXCR6 block = inhibitors of human CXCR6 receptor | O00574 | CHO-K1 PathHunter CXCR6 beta-arrestin, luminescence | inhibition, % at 20 µM | 0.36% of 360,000 active | AID 602244; in the data active means inhibition above about 34%, passing the limit was not always enough;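 further: antagonist mode with CXCL16 agonist at 10 nM final; 0% = 10 nM CXCL16 with DMSO and 100% = unstimulated wells without agonist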
# APJ antagonist = APJ receptor antagonism; P35414; CHO-K1 APJ beta-arrestin complementation, luminescence; inhibition, % at 20 µM; 0.32% of 330,000 active;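 active means inhibition above about 40% at 20 µM, limit read from the data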;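 further: cells challenged with 10 nM apelin-13 agonist together with compound; plate controls were apelin-13 plus DMSO wells for no effect and DMSO wells lacking apelin-13 for full effect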
# Target sequence (P35414 whole entry, looked up): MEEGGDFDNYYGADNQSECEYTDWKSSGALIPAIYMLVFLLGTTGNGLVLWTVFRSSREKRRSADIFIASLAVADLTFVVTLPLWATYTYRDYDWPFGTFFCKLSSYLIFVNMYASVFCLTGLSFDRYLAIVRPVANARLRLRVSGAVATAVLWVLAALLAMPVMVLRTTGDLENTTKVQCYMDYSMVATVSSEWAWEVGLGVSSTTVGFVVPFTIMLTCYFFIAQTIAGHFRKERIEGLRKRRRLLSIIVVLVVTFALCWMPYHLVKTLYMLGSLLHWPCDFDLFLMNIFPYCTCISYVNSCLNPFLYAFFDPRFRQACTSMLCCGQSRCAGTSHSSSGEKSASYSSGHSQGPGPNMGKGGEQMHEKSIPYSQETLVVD
# CCR6 antagonist = antagonists of human CCR6 receptor; AID 493098; inhibition, % at 20 µM; CHO-K1 CCR6 PathHunter beta-arrestin, luminescence, CCL20-stimulated; P51684; 0.49% of 340,000 active;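 active means compounds whose inhibition of the agonist-driven luminescence signal at 20 µM reaches about 50%, limit read from the data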;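 further: cells stimulated with CCL20 at 14 nM final; plate controls were DMSO with CCL20 for no effect and DMSO without agonist for full effect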
# Target sequence (P51684 whole entry, looked up): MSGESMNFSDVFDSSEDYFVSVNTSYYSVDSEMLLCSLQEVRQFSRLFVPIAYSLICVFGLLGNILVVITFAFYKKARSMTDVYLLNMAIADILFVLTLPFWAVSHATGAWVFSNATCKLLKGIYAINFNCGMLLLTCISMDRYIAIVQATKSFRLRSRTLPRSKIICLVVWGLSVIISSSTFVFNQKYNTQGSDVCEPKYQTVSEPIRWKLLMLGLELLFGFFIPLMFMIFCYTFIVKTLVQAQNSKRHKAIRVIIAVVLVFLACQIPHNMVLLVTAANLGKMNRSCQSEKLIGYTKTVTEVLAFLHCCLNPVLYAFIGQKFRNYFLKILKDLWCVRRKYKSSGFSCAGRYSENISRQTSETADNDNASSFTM
# Gli-Sufu block = Gli-Sufu pathway antagonism; AID 588413; inhibition, % at 5 µM; Sufu-KO-LIGHT fibroblasts, Gli luciferase reporter luminescence; 0.74% of 340,000 active;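 active means inhibition above about 55%, limit read from the data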;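 further: 0% = DMSO-treated cells and 100% = wells with medium but no cells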
# EBI2 antag = antagonists of human EBI2 receptor; P32249; EBI2 beta-arrestin recruitment, luminescence, 7a,25-OHC stimulated; inhibition, % at 5 µM; 0.81% of 360,000 active; in the data active means inhibition above about 38%;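 further: enzyme fragment complementation signal reports receptor beta-arrestin coupling in cells; 0% = agonist plus DMSO wells and 100% = wells without agonist; some results beyond the cut were filed as inactive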
# UBC13 inh = blocks human UBC13 polyubiquitin chain formation. TR-FRET. 0.47% of 330,000 active. inhibition, % at 20 µM. P61088. AID 485273; in the data active means inhibition above about 45%, passing the limit was not always enough
# 697 NFkB inh = lowers PMA/ionomycin-induced NF-kB signal in 697 B cells. 697 B-cell NF-kB luciferase reporter, 16 h. inhibition, % at 4 µM. 0.33% of 330,000 active; in the data active means inhibition above about 35%
# Jurkat NFkB inh = lowers PMA/ionomycin-induced NF-kB signal in Jurkat cells; 0.53% of 330,000 active; inhibition, % at 4 µM; PMA/ionomycin-induced NF-kB luciferase reporter, luminescence; AID 435003; in the data active means inhibition above about 50%
# Active calls of the source: *; . = not tested or not shown. Hits appear at their usual frequency, and some 3% of all compounds hit somewhere here.
SMILES,CXCR6 block,APJ antagonist,CCR6 antagonist,Gli-Sufu block,EBI2 antag,UBC13 inh,697 NFkB inh,Jurkat NFkB inh
COc1cccc(-c2ccc(NC(=O)C3CCCN(Cc4ccc(CO)o4)C3)cc2)c1 (stereo not drawn),-9,-14,-12,12,1,9,-13,-12
CCc1ccc2c(CN3CCN(S(=O)(=O)c4ccc5c(c4)OCCO5)CC3)cc(=O)oc2c1,1,-5,17,10,3,6,-7,17
O=C(c1ccc(CN2CCOCC2)cc1)N1CCN(c2ccccc2F)CC1,4,14,-7,-8,8,-4,2,-4
Nn1cnnc1N/N=C/c1ccc(F)cc1,-2,-12,0,27,-2,-8,13,14
CC1CCCCN1S(=O)(=O)c1ccc(NC(=O)c2cccc(-n3cnnn3)c2)cc1 (stereo not drawn),1,-13,10,3,10,-1,-43,0
Cc1ccc(S(=O)(=O)N2CCC(C(=O)NCCN3CCOCC3)CC2)cc1C,5,-11,13,5,0,-4,-17,0
CCOc1ccc(CCN2C(=O)c3ccc(C(=O)O)cc3C2=O)cc1OCC,12,10,6,-2,-12,-3,0,8
O=C1CCN(C(=S)NCCc2ccccc2)CC1,5,10,9,-6,-1,14,5,7
CCc1ccc(N2CC(C(=O)N3CCN(c4ccccn4)CC3)CC2=O)cc1 (stereo not drawn),-5,15,2,-1,0,-4,-6,-10
CC(C)SC1=NC(C)(C)C=C(/C=C/c2c(Cl)cccc2Cl)N1,9,11,52*,-2,0,2,7,3
CC(=O)Cc1nsc(NC(=O)c2ccc(-c3cc(Cl)ccc3Cl)o2)n1,2,14,11,-3,-1,4,10,-5
CC(=O)NC(CC(=O)c1ccc([N+](=O)[O-])cc1)C(Cl)(Cl)Cl (stereo not drawn),-22,-29,-7,8,-12,-5,-6,-18
O=C(Cn1c(-c2ccccn2)nc2ccccc21)NCCN1CCOCC1,8,34,-1,-5,-35,-5,13,-5
COc1cc(C(=O)OCC(=O)NCC2CCCCC2)ccc1OCC(C)C,2,10,6,-12,-7,-3,20,16
Cc1ccc(-n2c(SCC3CNC(=O)O3)nnc2-c2ccccc2)cc1C (stereo not drawn),.,-7,.,.,.,10,5,8
C=CC[C@@H](CC(=O)N(CCO)Cc1ccccc1)C(=O)N[C@H](COC(=O)[C@@H](CC=C)CC(=O)OC(C)(C)C)C(C)(C)C,12,14,-1,-8,-5,-3,-18,-3
Cc1ccc(C(C(=O)NC2CCCCC2)N2CCCC2)cc1 (stereo not drawn),-8,9,6,-3,-5,-2,2,-2
CC1=NN(C(N)=S)C(=O)C1N=Nc1cccc(Cl)c1C (stereo not drawn),21,6,24,-23,4,-25,-167,-35
O=C(COc1ccc(-n2cnnn2)cc1)NC(=O)NCc1ccccc1,-1,2,10,-9,-5,5,14,-16
Cc1ccc(-c2nc(CS(=O)(=O)CC(=O)NCCCN(Cc3ccccc3)C(C)C)c(C)o2)cc1,3,12,0,24,-5,0,-18,10
COc1ccccc1-c1nnc(SCC(=O)NCc2cccs2)n1N,2,-34,-4,-7,-8,-9,2,6
CCOC(=O)C1CCN(c2ccc([N+](=O)[O-])c(C(C)=O)c2)CC1,12,17,22,11,2,-32,2,0
CCC(/C=N/Nc1ccc(S(=O)(=O)N2CCCC2)cc1[N+](=O)[O-])CC,1,9,9,7,3,-7,15,11
C[C@@]12C(=O)N(Cc3ccccc3)CC(=O)N1[C@H]1c3ccccc3OC[C@@H]1[C@@H]2c1ccccc1,1,-4,9,-1,8,7,10,5
COc1ccc(C(=O)N/N=C(\C)Cn2nc([N+](=O)[O-])cc2C)cc1,-5,8,2,-3,-1,-5,-3,-18
O=C(N/N=C/c1ccc([N+](=O)[O-])cc1)c1cc(C2CC2)[nH]n1,-9,-62,4,4,-14,-6,4,-14
c1ccc(C2=NNC(c3ccccn3)=NN2)nc1,-5,-50,-11,-91,-27,-42,-99,-91
CCOc1cc(NC(=S)NCC2CCCO2)c(OCC)cc1NC(=O)c1ccc(OC)cc1 (stereo not drawn),-2,-20,-3,-1,-2,1,16,1
CC(NS(=O)(=O)c1ccc(OCC(=O)N2CCOCC2)c(Cl)c1)c1ccccc1 (stereo not drawn),0,1,6,.,-14,-6,15,-1
CCN(CC)S(=O)(=O)c1ccc(NC(=O)COC(=O)c2ccc(-n3nc(C)cc3C)cc2)cc1,7,20,4,-1,-1,7,10,3

# 5 of these compounds in a different format:
Molecule | CXCR6 block | APJ antagonist | CCR6 antagonist | Gli-Sufu block | EBI2 antag | UBC13 inh | 697 NFkB inh | Jurkat NFkB inh
CCC(/C=N/Nc1ccc(S(=O)(=O)N2CCCC2)cc1[N+](=O)[O-])CC | 1 | 9 | 9 | 7 | 3 | -7 | 15 | 11
C[C@@]12C(=O)N(Cc3ccccc3)CC(=O)N1[C@H]1c3ccccc3OC[C@@H]1[C@@H]2c1ccccc1 | 1 | -4 | 9 | -1 | 8 | 7 | 10 | 5
COc1ccc(C(=O)N/N=C(\C)Cn2nc([N+](=O)[O-])cc2C)cc1 | -5 | 8 | 2 | -3 | -1 | -5 | -3 | -18
O=C(N/N=C/c1ccc([N+](=O)[O-])cc1)c1cc(C2CC2)[nH]n1 | -9 | -62 | 4 | 4 | -14 | -6 | 4 | -14
c1ccc(C2=NNC(c3ccccn3)=NN2)nc1 | -5 | -50 | -11 | -91 | -27 | -42 | -99 | -91

# (listing goes on)
SMILES,CXCR6 block,APJ antagonist,CCR6 antagonist,Gli-Sufu block,EBI2 antag,UBC13 inh,697 NFkB inh,Jurkat NFkB inh
Cc1cc(C)c(S(=O)(=O)C(C)C)c(=O)[nH]1,5,6,3,-2,-2,-1,17,3
COc1cccc(/C=N/Nc2ncccc2[N+](=O)[O-])c1OC,-5,-3,0,-20,-9,-40,-57,21
COC(=O)Cn1cccc1C(=O)c1ccccc1,2,4,-7,1,-3,6,20,10
Cc1cc(Br)ccc1OCCCCNC(C)(C)C,-6,14,2,4,-6,8,-7,3
COc1ccc(S(N)(=O)=O)cc1C(=O)NNC(=O)C1COc2ccccc2O1 (stereo not drawn),1,-6,5,-1,-17,-6,-9,-2
O=C1N[C@@H](Cc2ccccc2)COC(=O)[C@@H](Cc2ccc(F)cc2)C/C=C\C[C@@H]1CC(=O)N(CCO)Cc1ccccc1,35,17,19,17,2,-8,-18,-21
CC(=O)C1=C(O)C(=O)N(c2ccc(Br)cn2)C1c1ccccc1[N+](=O)[O-] (stereo not drawn),0,-9,-1,17,-3,-8,-12,-19
CC(=O)Nc1ccc(-c2nnc(SCC(=O)NCc3ccco3)n2C)cc1,-3,1,2,-1,1,-10,-4,-4
O=C(CCCN1C(=O)c2ccccc2C1=O)Nc1ccc(S(=O)(=O)N2CCOCC2)cc1,5,-6,-7,7,-2,-7,8,-4
Cc1ccc(-c2nn(-c3cccc(F)c3)cc2CN(Cc2nccn2C)C(C)C)o1,-1,13,19,20,-2,10,-8,-19
O=C(NNS(=O)(=O)c1cc(Cl)c(Cl)cc1Cl)c1cccnc1,10,0,7,-11,2,-5,-10,5
CS(=O)(=O)Nc1ccc(C(=O)Nc2ccc(S(=O)(=O)N3CCCC3)cc2)cc1,12,8,4,-5,8,-5,18,-9
CCOC(=O)C1CCN(C(=O)c2ccc(OCC(=O)Nc3cccc(C(F)(F)F)c3)cc2)CC1,-9,-3,8,7,3,18,5,15
CS(=O)(=O)N1CCN(c2ccccc2NC(=O)c2ccc(-c3ccc(Br)cc3)o2)CC1,4,8,4,5,30,2,-6,0
COc1ccc(C(=O)Nc2nnc(Cc3ccc(OC)c(OC)c3)s2)c(OC)c1,-7,0,2,-26,0,7,-55,0
CCN(CCCNC(=O)COc1cc(=O)n(C)c2ccccc12)c1cccc(C)c1,-6,-4,9,11,-1,6,-9,1
Cc1nn(C(=O)c2ccco2)c(C)c1Br,-1,-29,-21,5,1,1,8,-4
NC(=O)CC(CC(=O)OCc1ccccc1)c1ccccc1 (stereo not drawn),-2,11,1,7,-4,1,18,0
O=C(CC1SCCNC1=O)Nc1ccc(Cl)c(Cl)c1 (stereo not drawn),4,2,2,-17,-5,2,-2,-15
Cc1[nH]n(-c2ccccc2)c(=O)c1N=O,7,15,14,6,-8,0,13,10

# Of the compounds above, these have two or more sulfur atoms:
SMILES,CXCR6 block,APJ antagonist,CCR6 antagonist,Gli-Sufu block,EBI2 antag,UBC13 inh,697 NFkB inh,Jurkat NFkB inh
COc1ccccc1-c1nnc(SCC(=O)NCc2cccs2)n1N,2,-34,-4,-7,-8,-9,2,6
CS(=O)(=O)Nc1ccc(C(=O)Nc2ccc(S(=O)(=O)N3CCCC3)cc2)cc1,12,8,4,-5,8,-5,18,-9

# The list continues:
SMILES,CXCR6 block,APJ antagonist,CCR6 antagonist,Gli-Sufu block,EBI2 antag,UBC13 inh,697 NFkB inh,Jurkat NFkB inh
Nc1c(Cl)cc(N=Nc2ccccc2)cc1Cl,12,.,31,-11,11,.,.,.
Cc1ccc(NCC(=O)N/N=C/c2ccncc2)cc1,4,11,3,-4,6,9,5,15
O=C(Nc1ccccc1N1CCOCC1)c1csc2c1CCCC2,2,-42,4,-4,-3,-5,-39,-5
CCCSc1ccc([C@@H]2[C@H]3C(=O)N(CC)C(=O)[C@H]3[C@]3(C(=O)OC)CCCCN23)cc1,6,-11,14,4,1,2,-2,-1
CCOC(=O)c1c(S(=O)(=O)N2CCN(c3ccc(C(C)=O)cc3)CC2)c(C)n(C)c1C,4,12,6,3,-6,1,2,-8
O=C(Nc1ccccc1Cl)NC1(C(=O)N2CCOCC2)CCCCC1,-6,11,9,-7,-3,7,17,8
